# core dimer inh: inhibitors of HCV core protein dimerization, primary screen, biochemical, TR-FRET, high-throughput; TR-FRET GST/Flag-core106 dimerization, 1536-well; inhibition, % at 5 µM; 0.33% of 300,000 active; AID 1899, 2009;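 active means inhibition above the mean of all tested compounds plus 3 SD, set per screening campaign, cut at about 45% in these data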
#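 System: GST/Flag-tagged HCV core106 proteins. Incubation: compound-protein-antibody incubation 4 h at 22.5 °C. Technique: HTRF with 340 nm excitation, 617/671 nm emission. Medium: KF-containing HEPES buffer, pH 7.45, DTT, CHAPS, BSA. Read-out: inhibition (%) from 671 over 617 nm ratio. Also added: Eu(K)-anti-GST 90 ng/mL plus XL665-anti-Flag 1 µg/mL.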
# proCasp3 act: activators of human procaspase-3 D3A mutant, primary screen, biochemical, absorbance, PC-3 D3A mutant, single concentration; recombinant procaspase-3 D3A, Ac-DEVD-pNA absorbance 405 nm; activation, % at 8.5 µM; AID 463141, 2010; 0.11% of 330,000 active;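 active means activation above the mean of all tested compounds plus 3 SD, cut at about 21% in these data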;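 further: 0% = DMSO alone and 100% = DMSO wells spiked with extra 5 µM PC-3 D3A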
#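 assay system = Procaspase-3 D3A mutant | signal = absorbance at 405 nm, 0 and 120 min | times = 1 h preincubation plus 2 h reaction at 25 °C | repeats = single replicate | read-out = % activation between DMSO and enzyme-spiked controls | medium = Zinc-free HEPES saline buffer with Triton X-100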
# PP1 counter: PP1-alpha phosphatase inhibitors, primary screen, counter-screen for PP5 inhibitor project, biochemical, fluorescence, OMFP substrate, single point | Serine/threonine-protein phosphatase PP1-alpha catalytic subunit (Homo sapiens), P62136 | purified PP1alpha | 0.9% of 320,000 active | inhibition, % at 6.7 µM;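 active means inhibition above the mean inhibition of all tested compounds plus 3 SD, computed separately for each screening campaign, cut at about 15% in these data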
# Target sequence (P62136 whole entry, looked up): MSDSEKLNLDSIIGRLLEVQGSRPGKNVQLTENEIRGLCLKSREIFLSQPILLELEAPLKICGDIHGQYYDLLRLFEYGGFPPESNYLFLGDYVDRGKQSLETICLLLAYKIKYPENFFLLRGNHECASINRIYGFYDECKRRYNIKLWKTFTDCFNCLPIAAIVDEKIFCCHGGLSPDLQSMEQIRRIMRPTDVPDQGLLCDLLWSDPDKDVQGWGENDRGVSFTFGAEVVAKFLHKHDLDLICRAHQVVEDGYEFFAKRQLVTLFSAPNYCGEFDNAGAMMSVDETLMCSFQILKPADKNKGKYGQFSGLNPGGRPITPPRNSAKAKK
# GRK2 aptamer HTS: compounds blocking aptamer binding on GRK2 – biochemical, human GRK2, bead flow cytometry, HTS, primary screen | Beta-adrenergic receptor kinase 1 (Homo sapiens), P25098 | FAM-aptamer displacement from GRK2 | inhibition of aptamer binding, % at 10 µM | 0.59% of 330,000 active | AID 488847, 2010;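 active means inhibition of aptamer binding above 40%, roughly 3 SD of noise, on plates passing a quality check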;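 further: median bead fluorescence of bound FAM aptamer so fluorescent compounds give negative values; no value below 0 was filed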
# PP5 primary: PP5 phosphatase inhibitors, primary screen, biochemical, fluorescence | Serine/threonine-protein phosphatase 5 (Homo sapiens), P53041 | purified PP5c, OMFP substrate fluorescence | inhibition, % at 6.7 µM | 0.18% of 320,000 active | AID 1987, 2009;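 active means inhibition above the campaign's mean inhibition across all tested compounds plus 3 SD, cut at about 9.5% in these data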;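 further: 0% = DMSO only and 100% = 100 µM cantharidin control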
# CTSL1 counter: Fasciola hepatica cathepsin L1 inhibitors, primary screen, counter-screen for PFM18AAP inhibitor project, biochemical, QFRET, fluorogenic peptide substrate | recombinant F. hepatica cathepsin L1, Z-Leu-Arg-MCA fluorescence | inhibition, % at 5.96 µM | 0.49% of 300,000 active;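 active means inhibition above the mean of all tested compounds plus 3 SD, set per screening campaign, cut at about 17% in these data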;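 further: 0% = plate median of test compound wells and 100% = 1 µM Z-Phe-Ala-diazomethylketone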
# GASC-1 inh: inhibitors of GASC-1 histone demethylase, primary screen, biochemical, fluorescence, DELFIA europium | GST-JMJD2C(1-420) H3K9me3 demethylation | inhibition, % at 2.35 µM | 0.069% of 330,000 active | AID 2099, 2009;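 active means more than half of a compound's replicate wells show inhibition beyond 50%, single wells judged on their own value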;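 further: signal counts dimethyl H3K9 product captured on neutravidin plate; 0% = median of DMSO wells and 100% = 0.3 times that DMSO median; strong numbers were not always called active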
# Target sequence (Q9H3R0 1-420 limits assumed): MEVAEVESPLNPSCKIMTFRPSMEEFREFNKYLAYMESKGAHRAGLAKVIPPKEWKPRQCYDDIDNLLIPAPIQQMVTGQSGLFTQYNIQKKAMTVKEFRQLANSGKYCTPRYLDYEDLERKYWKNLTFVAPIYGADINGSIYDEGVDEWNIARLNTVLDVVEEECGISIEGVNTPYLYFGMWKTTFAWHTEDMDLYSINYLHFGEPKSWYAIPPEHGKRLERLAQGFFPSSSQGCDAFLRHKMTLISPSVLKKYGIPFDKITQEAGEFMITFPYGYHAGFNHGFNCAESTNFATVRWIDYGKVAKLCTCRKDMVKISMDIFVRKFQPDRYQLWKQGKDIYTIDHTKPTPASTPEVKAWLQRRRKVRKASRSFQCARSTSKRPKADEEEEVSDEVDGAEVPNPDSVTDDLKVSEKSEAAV
# VLA-4 inh: inhibition in human VLA-4 binding assay, primary screen, VLA-4 allosteric modulator project, MLPCN library, flow cytometry, VLA-4 expressing cells; Integrin alpha-4 (Homo sapiens), P13612; ligand binding flow cytometry; inhibition, % (about 7 µM as worked out from the volumes in the protocol); 0.2% of 330,000 active; AID 2557, 2010; in the data active means inhibition above about 50%
# proCasp7 act: procaspase-7 activators, primary screen, counter-screen for procaspase-3 activator project, biochemical, absorbance, HTS, human; Caspase-7 (Homo sapiens), P55210; recombinant procaspase-7, Ac-DEVD-pNA absorbance 405 nm; D23A/D198A/D206A triple mutant, cannot self-cleave; scale: DMSO 0, 5 µM enzyme 100; activation, % at 8.5 µM; 0.093% of 330,000 active;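 active means percent activation above the screen-wide mean plus 3 SD, cut at about 25% in these data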
# Target sequence (P55210 whole entry D23A/D198A/D206A): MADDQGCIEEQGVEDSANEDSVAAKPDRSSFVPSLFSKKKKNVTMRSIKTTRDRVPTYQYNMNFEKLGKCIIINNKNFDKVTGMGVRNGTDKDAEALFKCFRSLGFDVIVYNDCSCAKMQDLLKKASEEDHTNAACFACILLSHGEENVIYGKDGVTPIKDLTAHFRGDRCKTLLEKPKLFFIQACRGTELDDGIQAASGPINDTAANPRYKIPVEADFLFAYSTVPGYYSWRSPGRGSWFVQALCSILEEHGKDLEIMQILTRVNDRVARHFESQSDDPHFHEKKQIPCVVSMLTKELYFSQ
#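 buffer or medium = Zinc-free HEPES/NaCl buffer, pH 7.4 | material = Procaspase-7 triple mutant (PC-7 D3A) | input = 2 µM procaspase-7 mutant as dispensed | signal = Epi-absorbance of released pNA at 405 nm, two timepoints | timing = 1 h preincubation, 2 h reaction | replicates = singlicate compound testing | evaluation = % activation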
# * marks the source's active call; other numbers are inactive results; i = inactive; / = no result given.
nr	structure	core dimer inh	proCasp3 act	PP1 counter	GRK2 aptamer HTS	PP5 primary
1	COc1cc(C=O)cc(Cl)c1OC(=O)N1CCOCC1	0	1	5	0	0.5
2	CCNC(=S)NNc1nnc(-c2ccccc2)c(-c2ccccc2)n1	-2	3	0	/	4.5
3	N#Cc1c(NC(=O)CCN2C(=O)c3ccccc3C2=O)oc(-c2ccccc2)c1-c1ccccc1	24	-3	-2	2	7.0
4	CN(Cc1ccccc1)c1ccc(S(=O)(=O)N2CCC(C(=O)O)CC2)cc1[N+](=O)[O-]	0	-9	2	0	0.2
5	Cc1cc(=O)nc2c3ccccc3n(C(C)C(=O)Nc3cc(F)ccc3F)n12 (configuration not stated)	1	6	-3	0	0.8
6	CCOc1cc(C(=S)N2CCOCC2)ccc1OS(=O)(=O)c1ccc(NC(C)=O)cc1	1	-6	-3	7	-0.5
7	O=C(CN1CCN(Cc2ccccc2)CC1)N/N=C/c1cccnc1	-2	-4	-3	0	-0.5
8	O=C(NNC(=O)C1CC1c1ccccc1)c1cccc([N+](=O)[O-])c1 (configuration not stated)	-3	5	1	3	-1.8
9	Cc1ccc(NC(=O)CN2CCN(S(=O)(=O)c3cccs3)CC2)cc1S(=O)(=O)N(C)C	8	3	-4	1	1.0
10	Cc1ccc(NC(=O)CCCN2C(=O)/C(=C/C=C/c3ccccc3)SC2=S)cc1	57*	-14	6	6	0.9

nr	CTSL1 counter	GASC-1 inh	VLA-4 inh	proCasp7 act
1	3	16	8	-1
2	4	-2	4	-16
3	3	8	-2	14
4	2	2	9	-4
5	4	2	3	1
6	1	-14	6	-4
7	-3	-1	-1	-2
8	-1	15	2	4
9	2	19	-6	-3
10	4	10	-21	-24

# 8 structures already listed, sorted by SMILES length, smallest number first:
nr	structure	core dimer inh	proCasp3 act	PP1 counter	GRK2 aptamer HTS	PP5 primary
1	COc1cc(C=O)cc(Cl)c1OC(=O)N1CCOCC1	0	1	5	0	0.5
7	O=C(CN1CCN(Cc2ccccc2)CC1)N/N=C/c1cccnc1	-2	-4	-3	0	-0.5
8	O=C(NNC(=O)C1CC1c1ccccc1)c1cccc([N+](=O)[O-])c1 (configuration not stated)	-3	5	1	3	-1.8
5	Cc1cc(=O)nc2c3ccccc3n(C(C)C(=O)Nc3cc(F)ccc3F)n12 (configuration not stated)	1	6	-3	0	0.8
6	CCOc1cc(C(=S)N2CCOCC2)ccc1OS(=O)(=O)c1ccc(NC(C)=O)cc1	1	-6	-3	7	-0.5
9	Cc1ccc(NC(=O)CN2CCN(S(=O)(=O)c3cccs3)CC2)cc1S(=O)(=O)N(C)C	8	3	-4	1	1.0
3	N#Cc1c(NC(=O)CCN2C(=O)c3ccccc3C2=O)oc(-c2ccccc2)c1-c1ccccc1	24	-3	-2	2	7.0
4	CN(Cc1ccccc1)c1ccc(S(=O)(=O)N2CCC(C(=O)O)CC2)cc1[N+](=O)[O-]	0	-9	2	0	0.2

nr	CTSL1 counter	GASC-1 inh	VLA-4 inh	proCasp7 act
1	3	16	8	-1
7	-3	-1	-1	-2
8	-1	15	2	4
5	4	2	3	1
6	1	-14	6	-4
9	2	19	-6	-3
3	3	8	-2	14
4	2	2	9	-4

# The list goes on:
nr	structure	core dimer inh	proCasp3 act	PP1 counter	GRK2 aptamer HTS	PP5 primary
11	O=C1CC(=C2c3ccccc3-c3ccccc32)C(=O)N1CCN1CCN(c2ccccc2)CC1	18	-6	17*	6	3.7
12	COc1ccc(N2C(=O)CSC(c3ccccc3)C2=O)cc1 (configuration not stated)	-6	-11	-3	0	2.5
13	COc1ccc(S(=O)(=O)N2CCCC2)c(Cl)c1Cl	1	0	1	0	1.4
14	O=C(CN1CCN(Cc2ccccc2)CC1)Nc1ccc(Cl)cc1	-4	3	5	3	0.4
15	COCCNC(=O)CN(c1ccc(C)cc1)S(=O)(=O)c1ccc(SC)cc1	-1	2	-3	0	0.8
16	Cc1ccc(OC(C)C(=O)Nc2ccccc2C(=O)N2CCOCC2)cc1 (configuration not stated)	4	0	0	5	-1.7
17	CCNC(=S)N/N=C/c1ccc(OCc2ccc(C(=O)OC)cc2)cc1	12	1	3	0	0.5
18	CCN(C(=O)COc1cccnc1[N+](=O)[O-])C1CCS(=O)(=O)C1 (configuration not stated)	-4	2	-2	0	-0.6
19	CC(C)(C)c1ccc(CN2N=Nc3ccccc3S2(=O)=O)cc1	7	3	-2	0	2.5
20	Cc1csc(NC(=O)CSc2nnc(-c3ccncc3)n2C)n1	-6	-6	-3	5	-0.3

nr	CTSL1 counter	GASC-1 inh	VLA-4 inh	proCasp7 act
11	-2	-17	-1	10
12	-35	-8	5	-4
13	0	i	0	6
14	7	-13	-11	2
15	-2	-2	1	-7
16	1	-7	1	2
17	-2	-6	7	0
18	-3	-2	8	16
19	12	-20	24	2
20	-2	37	-5	2

# Later entries.
nr	structure	core dimer inh	proCasp3 act	PP1 counter	GRK2 aptamer HTS	PP5 primary
21	Cn1c(=O)c(C(=O)NCc2ccccc2)c(O)c2ccccc21	9	0	-2	1	0.7
22	COc1ccccc1CNC(=O)C1CCN(S(=O)(=O)N2CCCCC2)CC1	4	-1	-1	1	-2.6
23	Cc1ccc(N2CN(Cc3cccnc3)CNC2=S)cc1	0	-5	-1	4	-2.2
24	Cc1noc(NS(=O)(=O)c2ccc(N3CC(O)=C(c4ccccc4)C3=N)cc2)c1C	-2	10	12	0	2.5
25	CCOc1ccc2[nH]c(C(=O)N/N=C/c3cccc(OC)c3OC)cc2c1	-2	2	0	3	3.9
26	Cn1c(=O)c2c(nc(N3CCN(c4ccc([N+](=O)[O-])cc4)CC3)n2C)n(C)c1=O	2	-4	-6	1	2.2
27	CN(C)c1nc(N)nc(CSc2nc3c(c(=O)n(C)c(=O)n3C)n2Cc2ccccc2F)n1	-1	2	2	2	-2.8
28	Cc1cc(C)nc(NC(=O)CCN2C(=O)c3ccccc3S2(=O)=O)n1	3	-1	-6	5	1.9
29	COc1cc(CC(=O)NCCc2ccc(OCc3ccccc3)cc2)c([N+](=O)[O-])cc1OC	17	-1	-3	2	2.4
30	Cc1nc2ccc(NC(=O)COc3cccc(F)c3)cc2s1	11	6	2	0	0.3

nr	CTSL1 counter	GASC-1 inh	VLA-4 inh	proCasp7 act
21	-2	1	9	10
22	1	6	8	8
23	1	-4	9	0
24	3	-10	11	-3
25	1	-2	35	-7
26	-1	-18	16	6
27	-5	-12	7	3
28	-2	-3	-2	9
29	1	0	6	-8
30	-3	11	-8	7

# Continuation.
nr	structure	core dimer inh	proCasp3 act	PP1 counter	GRK2 aptamer HTS	PP5 primary
31	CCOC(=O)c1c(S(=O)(=O)N(C)Cc2ccco2)c(C)n(C)c1C	-10	-5	0	1	-0.6
32	Nc1nc(SCC(=O)Nc2ccccc2C(F)(F)F)[nH]c(=O)c1-c1ccccc1	-3	-8	-1	6	1.0
33	C=CCOc1cccc(C2/C(=C(/O)c3ccc(C)cc3)C(=O)C(=O)N2CCN2CCOCC2)c1 (configuration not stated)	10	0	0	2	-0.8
34	Cc1ccc2c(c1)N(CC(=O)NCc1cccs1)C(=O)CO2	-4	7	1	0	-0.5
35	Cc1c(OCC(=O)N2CCC(C(=O)NCCCC(=O)O)CC2)ccc2c1oc(=O)c1ccccc12	10	0	-4	0	-1.6
36	CCC1(c2ccc(F)cc2)NC(=O)N(CC(=O)NC2CC2)C1=O (configuration not stated)	4	-5	-8	2	3.6
37	N#Cc1cc2c(nc1SCc1ccc(Cl)nc1)CCCCC2	3	-1	0	3	-1.5
38	O=C(COC(=O)c1ccc2c(c1)OCCO2)Nc1ccc(F)cc1F	/	12	/	1	/
39	CC1CN(c2nc3c(c(=O)n(C)c(=O)n3C)n2Cc2c(Cl)cccc2Cl)CC(C)O1 (configuration not stated)	0	-2	-3	1	-1.0
40	CCc1ccc(NC(=S)Nc2ccc3[nH]c(=O)[nH]c3c2)cc1	0	-13	1	0	1.8

nr	CTSL1 counter	GASC-1 inh	VLA-4 inh	proCasp7 act
31	-9	-18	-3	-11
32	1	-11	-1	11
33	-3	-5	5	-3
34	3	1	-1	0
35	0	-5	12	-2
36	-2	-3	3	10
37	-1	-4	9	9
38	/	-1	0	15
39	4	18	1	9
40	1	3	0	-14

# Other structures
nr	structure	core dimer inh	proCasp3 act	PP1 counter	GRK2 aptamer HTS	PP5 primary
41	CCOC(=O)C1(C)/C(=N/Nc2ccccc2)C(=O)C(=O)N1c1ccccc1 (configuration not stated)	7	-23	4	0	1.7
42	COCCn1c(N)c(N(Cc2ccccc2)C(=O)C2=COCCO2)c(=O)[nH]c1=O	-9	-10	2	5	-8.4
43	COc1ccc(C(=O)Oc2ccc3ccc(=O)oc3c2)cc1	3	-5	-1	0	-2.1
44	CN(C)CCCNc1oc(-c2ccccc2)nc1C#N	-3	2	-3	1	1.2
45	N#Cc1c(=O)c2nc(NCCCO)ncc2n2c(=O)c3ccccc3[nH]c12	8	2	20*	0	4.8
46	CSC[C@@H]1NC(=S)N(c2ccc(C)cc2)C1=O	34	4	0	0	1.1
47	C/C(=N\NS(=O)(=O)c1ccc(Br)cc1)c1ccc(-n2ccnc2)cc1	/	6	0	0	0.0
48	Cc1ccccc1SCc1noc(C(=O)NC(C)C)c1C(=O)O	-11	1	3	0	-0.5
49	COc1ccc(C(=O)OCc2ccccc2F)cc1S(=O)(=O)N1CCCC1	/	10	-1	3	3.5
50	COc1ccc(/C(O)=C2/C(=O)C(=O)N(CCN3CCOCC3)C2c2cccnc2)cc1OC (configuration not stated)	5	-8	2	0	3.5
51	COc1nc(NCc2ccco2)nc(NC2CCCCC2)n1	0	10	0	0	2.8
52	COc1ccc(NS(=O)(=O)c2ccc(O)c(NC(=O)c3ccc(S(=O)(=O)N4CCCC4)cc3)c2)cc1	1	2	-3	1	2.4

nr	CTSL1 counter	GASC-1 inh	VLA-4 inh	proCasp7 act
41	6	-30	2	-10
42	0	8	7	-24
43	-3	2	-10	9
44	-4	-4	-174	-3
45	7	14	15	-3
46	0	-7	20	-2
47	/	/	-4	-10
48	-1	-77	32	8
49	/	-2	14	-5
50	-5	-9	5	-10
51	1	-6	0	3
52	1	-1	3	-2

# From PubChem BioAssay

# The order is random. About 2.6% of those tested had a hit in this group.
